Assay outcomes from PubChem BioAssay.
Kir21 block = inhibitors of mouse Kir2.1 inward-rectifier potassium channel; HEK293-Kir2.1, FluxOR thallium flux fluorescence; stronger effect = lower value; AID 1672; B-score at 10 µM; 0.85% of 310,000 active;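 active = fluorescence ratio B-score at or below minus 3 SD of library scores, with starting-brightness B-score within 2 SD, cut at about -4.2 in these data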;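 also: channel flux triggered by added potassium and thallium sulfate stimulus; B-score of peak minus minimum fluorescence over baseline after thallium stimulus; more negative B-score means stronger Kir2.1 block with less thallium influx; some compounds called inactive have numbers as strong as hits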
Target sequence (P35561 whole entry, looked up): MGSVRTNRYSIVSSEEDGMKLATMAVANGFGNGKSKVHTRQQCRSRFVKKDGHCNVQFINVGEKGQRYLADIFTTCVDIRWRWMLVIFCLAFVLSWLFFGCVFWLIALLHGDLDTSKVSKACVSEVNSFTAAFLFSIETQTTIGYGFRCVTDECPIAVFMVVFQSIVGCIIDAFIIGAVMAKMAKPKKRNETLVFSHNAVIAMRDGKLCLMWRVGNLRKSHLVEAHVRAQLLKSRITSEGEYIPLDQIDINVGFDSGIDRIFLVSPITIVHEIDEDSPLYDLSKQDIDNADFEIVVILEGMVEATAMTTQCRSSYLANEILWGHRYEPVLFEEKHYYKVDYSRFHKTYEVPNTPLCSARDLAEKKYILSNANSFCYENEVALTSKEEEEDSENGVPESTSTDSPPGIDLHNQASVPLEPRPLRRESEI
STK33 inh = human STK33 kinase inhibition | Q9BYT3 | purified STK33, MBP phosphorylation, ADP-Glo luminescence | inhibition, % at 10 µM | 0.073% of 320,000 active | AID 2661;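 active = inhibition at or above 25%, using the most active replicate where run in duplicate; inactive = inhibition below 25%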
Target sequence (Q9BYT3 whole entry, looked up): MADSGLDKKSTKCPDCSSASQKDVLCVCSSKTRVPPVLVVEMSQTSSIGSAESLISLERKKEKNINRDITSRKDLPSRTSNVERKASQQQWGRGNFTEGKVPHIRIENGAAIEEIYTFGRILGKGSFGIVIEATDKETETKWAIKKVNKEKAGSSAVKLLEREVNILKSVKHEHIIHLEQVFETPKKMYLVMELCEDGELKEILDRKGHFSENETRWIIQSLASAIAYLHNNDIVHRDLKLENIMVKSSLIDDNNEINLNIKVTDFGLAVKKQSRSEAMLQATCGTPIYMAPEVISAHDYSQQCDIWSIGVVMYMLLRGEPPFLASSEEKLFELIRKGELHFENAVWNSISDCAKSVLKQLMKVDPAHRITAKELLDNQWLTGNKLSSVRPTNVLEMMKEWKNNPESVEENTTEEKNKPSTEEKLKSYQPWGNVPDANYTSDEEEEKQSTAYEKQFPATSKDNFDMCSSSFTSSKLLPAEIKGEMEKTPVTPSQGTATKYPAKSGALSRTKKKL
An asterisk follows results filed as active; . = no result given.

Kir21 block	STK33 inh	SMILES
1.5	0.3	CCOC(=O)c1ccccc1NC(=O)Nc1ccc(OC)c(OC)c1
0.63	-1.0	Cn1cccc1CC(=O)N/N=C/c1cccc2ccccc12
0.57	-0.8	Cc1ccc(C(C)C)cc1S(=O)(=O)Nc1ccncc1
1.2	0.6	O=C(Nc1ccc(F)c(F)c1)NC1CCCCC1
0.19	-1.3	O=C(CNc1cc(S(=O)(=O)N2CCOCC2)ccc1NCC1CCCO1)Nc1ccccc1F (stereo not given)
0.25	-1.3	O=C(CCc1ccccc1)NCc1ccncc1
-2.5	-0.7	Cc1ccccc1NC(=S)NCCC(c1ccccc1)c1ccccc1
0.08	-2.0	COc1ccc(CCN(Cc2cccs2)S(=O)(=O)c2ccc(S(=O)(=O)N3CCCCCC3)cc2)cc1OC
-6.7*	-0.1	COC(=O)C1=C(C)N(Cc2ccccc2)C(=NCCc2ccccn2)N[C@H]1c1cccc(F)c1
-0.55	-0.9	O=C(Cc1ccccn1)Nc1ccccc1
.	-1.4	CCOC(=O)C1=C(COC(=O)CCOc2ccc(OCC)cc2)NC(=O)NC1C (stereo not given)
-1.8	0.1	COCCn1c(C)cc(O)c(C(=O)Nc2cccc(Cl)c2)c1=O
-0.38	-0.8	Oc1cc2ccccc2nc1-c1ccccc1Cl
0.05	-0.2	CN(c1ccccc1)S(=O)(=O)c1cccc(C(=O)OCC(=O)NCCCN2CCCC2=O)c1
-0.51	.	COc1ccc2cc3cc(C(=O)NCCCN4CCc5ccccc5C4)sc3nc2c1
.	-0.1	CSc1ccc(/C=C/C(=O)OCC(=O)c2ccc[nH]2)cc1
-0.41	-0.4	COc1ccc(OCCCC(=O)NCCc2ccc(OC)c(OC)c2)cc1
1.3	-0.8	COC(=O)CNC(=O)CN1C(=O)N(c2cccc(Cl)c2)C(N(O)C(=O)Nc2cccc(Cl)c2)C1(C)C (stereo not given)
0.38	-0.2	COc1cc(/C=C2\C(=N)N3N=C(CC(=O)N4CCOCC4)SC3=NC2=O)cc(OC)c1OC
2	-0.4	CC(C)(C)Nc1nc(N2CCCC2)nc(N2CCCC2)n1
0.89	-1.5	CNC(=S)N/N=C1\CC(c2ccccc2)Oc2ccccc21 (stereo not given)
.	-0.1	C[C@H](CO)N1C[C@H](C)[C@@H](CN(C)C)Oc2c(NS(=O)(=O)c3cccs3)cccc2C1=O
0.01	0.5	CC(=O)c1ccc(NC(=O)CCc2c(C)nn(-c3ccc(N4CCOCC4)nn3)c2C)cc1
-0.65	-0.1	Cc1nn(C)c(Sc2ccccn2)c1[N+](=O)[O-]
0.36	-0.7	Cc1cc(C)cc(NC(=O)C2CCCN(S(=O)(=O)c3cnc[nH]3)C2)c1 (stereo not given)
-0.3	-1.3	Cc1ccc(C(=O)N/N=C2/NC(=O)CC(C(=O)Nc3ccccc3)S2)cc1 (stereo not given)
-0.14	-0.7	CN(C(=O)c1cccs1)C1(C)CCS(=O)(=O)C1 (stereo not given)
.	-0.9	Cn1ccc(NC(=O)c2ccc(Cl)cc2)n1
-1.1	-0.8	CCC1(CC)Nc2ccccc2C(=O)N1c1ccc(NC(C)=O)cc1
0.62	-1.1	COc1cccc(/C=N/NC(=O)C[n+]2ccccc2)c1OC
0.8	-1.5	COCCN(C(=O)CNC(=O)c1cccs1)C(C(=O)NC(C)(C)C)c1ccccc1 (stereo not given)
0.29	-0.1	CCn1c(CCCOc2ccc(Cl)cc2Cl)nnc1SCC(=O)Nc1cccc(F)c1
.	-0.3	COc1ccc(C(=O)N2CCN(c3ccc(C(C)=O)cc3)CC2)cc1S(=O)(=O)N1CCCC1
-0.1	-1.0	COc1ccc(C(=O)NCC(O)CN2CCOCC2)cc1[N+](=O)[O-] (stereo not given)
-0.05	0.7	c1cncc(-c2nc(N3CCOCC3)c3ccccc3n2)c1
1.1	-1.2	O=c1ccc(/C=C/c2ccccc2)nn1Cc1ccccc1
1.4	-0.6	CCOc1ccc2oc(C(=O)N3CC(C)OC(C)C3)c(C)c2c1 (stereo not given)
1.7	-0.8	CCN1C2OC3OC4C(OC3OC2N(CC)S1(=O)=O)N(CC)S(=O)(=O)N4CC (stereo not given)
0	-0.8	O=S(=O)(NCCc1ccncc1)c1cc(Br)ccc1F
0.68	0.2	Cc1ccc(Cl)cc1NC1=C/C(=N\S(=O)(=O)c2cccs2)c2ccccc2C1=O
-0.12	-0.6	CCOCCCNC(=O)C(NC(=O)c1ccc(NC(C)=O)cc1)c1ccc(Cl)cc1 (stereo not given)
-0.04	0.7	O=C1CC(NS(=O)(=O)c2cc(F)ccc2F)CN1c1cccc(F)c1 (stereo not given)
-0.47	-0.4	COc1ccc(NC(=O)c2sc3ncn(CC(=O)N4CCCCC4)c(=O)c3c2C)cc1OC
0.96	-1.9	COCCCNC(=O)C(CC(N)=O)NC(=O)OCc1ccccc1 (stereo not given)
0.98	14	Cc1ccc(C(=O)Nc2ccc(C(=O)N3CCCCC3)cc2)o1
-0.2	0.0	COC(CNC(=O)c1ccc2c(c1)ncn2-c1ccc(F)c(F)c1)OC
.	-0.4	FC(F)(F)c1cc(CO[C@@H]2CCCN[C@@H]2c2ccccc2)cc(C(F)(F)F)c1
-0.09	-1.1	COc1ccc(CNC(=O)C2CCC(CNc3c(N4CCC(C)CC4)c(=O)c3=O)CC2)cc1 (stereo not given)
1.2	.	CC(C)c1ccc(-c2nnc(N)s2)cc1
-0.61	-0.8	CCn1c(C(C)NC(=O)c2cccc(C)c2)nc2ccccc21 (stereo not given)

Other results follow.
Kir21 block	STK33 inh	SMILES
-0.4	0.2	CCN1CCN(C(=O)C2CCN(c3nnc(C)c4c(C)n(-c5ccc(C)cc5)nc34)CC2)CC1
-0.03	-0.7	COC(C[C@@H]1O[C@@H]1[C@H](O)[C@@H](C)OCc1ccccc1)OC
1.2	1.6	Cc1[nH]n(-c2ccccc2)c(=O)c1/C=N/N1C(=O)c2cccc3cccc(c23)C1=O
1.1	-0.8	CCOc1ccccc1N1CCN(C(=O)C(F)(F)F)CC1
-0.78	0.8	c1csc(-c2nn3c(C4COc5ccccc5O4)nnc3s2)c1 (stereo not given)
-0.68	0.2	COc1cc2c(cc1C1NC(=S)NC(C)=C1C(=O)N(C)C)CCCC2 (stereo not given)
2.3	0.0	O=C(Cn1cnc2c(nnn2Cc2ccccc2)c1=O)c1ccccc1
-0.17	-0.5	CC(=O)Nc1cc(-c2nn(C)c(=O)c3ccccc23)ccc1N1CCOCC1
0.56	0.3	Cc1cc(C)nc(N2CCN(C(=O)c3ccc(S(=O)(=O)N4CCCCCC4)cc3)CC2)n1
-0.18	-0.3	O=C(/C=C/c1ccc(Br)cc1)NC(=S)Nc1ccc(S(=O)(=O)Nc2nccs2)cc1
-2.3	0.2	Cc1ccc(Cl)cc1NC(=O)c1ocnc1C
0.93	0.0	O=C(Nc1nc(-c2cccs2)cs1)c1ccc(Cl)s1
0.84	-2.5	CN(c1ccc(OCC(=O)OCC(=O)Nc2c(F)c(F)c(F)c(F)c2F)cc1)S(=O)(=O)c1ccc(F)cc1
1.1	1.2	CN(Cc1cn(-c2ccccc2)nc1-c1ccc(F)cc1)C(=O)CCC(=O)O
-0.31	-1.3	CCOC(=O)c1sc(C)nc1C1CCN(C(=O)OCC)CC1
1.2	-0.6	COC(=O)C1=C(C(=O)OC)[C@@H]2Nc3ccccc3[C@@]23C[C@@H](C(=O)OC)N(C(=O)C2CCC2)C3=N1
0.86	-1.4	CCOC(=O)C1=C(CN2c3ccccc3CC2C)NC(=O)NC1c1ccccc1 (stereo not given)
-0.89	-0.5	C=CCNC(=O)c1onc(CSc2cc(C)cc(C)c2)c1C(=O)O
1	0.2	CCOc1ccc(N(C(=O)c2ccccc2Cl)C2=NC(C)(C)CS2)cc1
-0.59	-0.2	CCNC(=S)N1CCN(c2nc(CC)nc3sc4c(c23)CCCC4)CC1
0.84	-0.4	COc1ccnc(Oc2ccccc2)c1C#N
0.63	1.4	COc1ccc(/C(C)=N/NS(=O)(=O)c2cc(C)ccc2C)c(OC)c1
0.04	-1.9	COc1ccccc1CCN1CCCC(CN(C)C(=O)CCC(=O)N(C)C)C1 (stereo not given)
0	-0.1	NC(=O)c1nsc(C(=O)N(c2ccccc2F)C(C(=O)NCc2ccc(F)cc2)c2ccc(O)cc2)c1N (stereo not given)
-2.4	-0.3	N#Cc1ccc(NC(=O)CSc2cn[nH]n2)cc1
-0.48	-1.6	O=C(Nc1nc2c(F)cc(F)cc2s1)c1ccc([N+](=O)[O-])o1
1.3	-0.7	CCC1(C)C2(C#N)C(N)=NC(OC)(OC)C12C#N (stereo not given)
-0.41	-1.1	Cc1nsc(N)c1C(=O)O
-0.87	-1.4	COc1cccc(N2CCN(C(=O)c3cccn4c(=O)c5c(C)c(C)sc5nc34)CC2)c1
0.4	0.7	O=C(c1cccc(S(=O)(=O)N2CCc3ccccc3C2)c1)N1CCN(c2ccc(O)cc2)CC1
.	-1.5	COc1ccc(-c2cn(CCC(=O)O)c(-c3ccc(Cl)nc3)n2)cc1
1.9	-0.5	Cc1ccccc1Cn1nc(C)c(NC(=O)/C=C/c2cnn(C)c2)c1C
.	-0.9	COC(=O)c1sc(S(=O)(=O)N2CCCCC2C)c(C(=O)OC)c1C (stereo not given)
0.22	-1.6	O=C1CC(N2CCN(C3CC(=O)N(CCc4ccccc4)C3=O)CC2)C(=O)N1CCc1ccccc1 (stereo not given)
-1.1	-1.6	O=C(CCCN1C(=O)CSc2ncccc21)N1CCN(c2cccc(C(F)(F)F)c2)CC1
0.55	2.6	CSc1ccccc1-c1nnc(-c2ccc(Cl)cc2)o1
-1.3	-1.3	CCS(=O)(=O)c1ccc2oc(SCC(=O)Nc3ccc(OC)cc3OC)nc2c1
-0.65	1.5	CC1(C)Cc2c(c(-c3ccco3)nc3sc4c(NCCO)ncnc4c23)CO1
.	0.1	CCOc1ccc2c(c1)C(C)=CC(C)(C)N2
1.1	-1.1	O=C(C1CC1)N1CCN(c2ccc([N+](=O)[O-])cc2-n2cccc2)CC1
-0.06	0.7	C=CCSc1nc2ccccc2n2cnnc12
.	4.9	CCOC(=O)N1CCN(c2cc(NCCC(=O)O)c3c4c(onc24)-c2ccccc2C3=O)CC1
0.14	-0.3	CC(C)(C)C1CCc2onc(C(=O)N3CCOCC3)c2C1 (stereo not given)
0.66	-1.3	O=c1ncn(-c2ccccc2C(F)(F)F)c2ncccc12
-0.1	3.8	O=[N+]([O-])c1ccc(O)c(N=Cc2sc3ccccc3c2O)c1
0.83	-1.4	Cn1c(N)c(N=Nc2ccc(S(N)(=O)=O)cc2)c(=O)n(C)c1=O

Of the compounds above, these contain a thiophene ring, fused or not:
Kir21 block	STK33 inh	SMILES
0.08	-2.0	COc1ccc(CCN(Cc2cccs2)S(=O)(=O)c2ccc(S(=O)(=O)N3CCCCCC3)cc2)cc1OC
-0.51	.	COc1ccc2cc3cc(C(=O)NCCCN4CCc5ccccc5C4)sc3nc2c1
.	-0.1	C[C@H](CO)N1C[C@H](C)[C@@H](CN(C)C)Oc2c(NS(=O)(=O)c3cccs3)cccc2C1=O
-0.14	-0.7	CN(C(=O)c1cccs1)C1(C)CCS(=O)(=O)C1 (stereo not given)
0.8	-1.5	COCCN(C(=O)CNC(=O)c1cccs1)C(C(=O)NC(C)(C)C)c1ccccc1 (stereo not given)
0.68	0.2	Cc1ccc(Cl)cc1NC1=C/C(=N\S(=O)(=O)c2cccs2)c2ccccc2C1=O
-0.47	-0.4	COc1ccc(NC(=O)c2sc3ncn(CC(=O)N4CCCCC4)c(=O)c3c2C)cc1OC
-0.78	0.8	c1csc(-c2nn3c(C4COc5ccccc5O4)nnc3s2)c1 (stereo not given)
0.93	0.0	O=C(Nc1nc(-c2cccs2)cs1)c1ccc(Cl)s1
-0.59	-0.2	CCNC(=S)N1CCN(c2nc(CC)nc3sc4c(c23)CCCC4)CC1
-0.87	-1.4	COc1cccc(N2CCN(C(=O)c3cccn4c(=O)c5c(C)c(C)sc5nc34)CC2)c1
.	-0.9	COC(=O)c1sc(S(=O)(=O)N2CCCCC2C)c(C(=O)OC)c1C (stereo not given)
-0.65	1.5	CC1(C)Cc2c(c(-c3ccco3)nc3sc4c(NCCO)ncnc4c23)CO1
-0.1	3.8	O=[N+]([O-])c1ccc(O)c(N=Cc2sc3ccccc3c2O)c1
